PGC1a acetyl inh = lowers PGC1a acetylation signal in U2OS cells; 350,000 tested, 0.17% active; AlphaScreen anti-acetyl-lysine; with virally co-expressed GCN5 acetyltransferase; inhibition, % at 15.6 µM; AID 651687;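 active means every replicate shows inhibition of at least 40%; inconclusive means mean inhibition at least 40% but some replicate below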;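 further: 0% = neutral control wells and 100% = positive control wells; some results beyond the cut were filed as inactive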
EWS-Fli inh = EWS/Fli transcriptional activity inhibition. AID 651661. A673 NR0B1-luciferase reporter, viability-normalised. inhibition, % at 12.6 µM. 350,000 tested, 0.67% active;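 active means mean inhibition of at least 50% after viability correction, with every replicate also passing that limit; inconclusive means mean reaches 50% but only one of two replicates passes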;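 further: firefly luciferase signal divided by Alamar Blue viability fluorescence both relative to DMSO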
LGR2 inh = blocks bursicon-induced cAMP signaling via Drosophila LGR2; 380,000 tested, 0.35% active; inhibition, % at 9.99 µM; HEK293 LGR2, CRE-luciferase, bursicon-stimulated, 4 h;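 active means drop in luminescence signal, shown as inhibition above about 50% in the replicate tests, limit read from the data, passing the limit was not always enough; inconclusive means probably only some replicates passing the limit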;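 further: agonist challenge used bursicon conditioned medium at about half maximal strength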
PAX8 reporter = inhibitors of PAX8 transcriptional activity in RMG-I cells | RMG-I TPO-luciferase reporter, SteadyGlo, 24 h | inhibition, % at 12.6 µM | 360,000 tested, 1.2% active;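 active means mean replicate inhibition at least 60% with every replicate also reaching 60%; inconclusive means only one of the two criteria is met; inactive means mean below 60% and not all replicates reaching 60%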;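 further: luciferase light reporting Pax8 driven TPO promoter activity; plate controls were median of neutral control wells for no effect and mitoxantrone controls for full effect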
FN deposition inh = fibronectin deposition inhibition. AH1F fibroblasts, Alexa488-fibronectin deposition fluorescence, overnight. inhibition, % at 12.6 µM. AID 743247. 350,000 tested, 0.086% active;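 active means mean inhibition across replicates of 30% or more, regardless of how many single replicates reach that level; inconclusive means mean under 30% yet at least half of replicates reach 30%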;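 further: positive control wells lacked labelled fibronectin entirely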
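Schedule: 1 h cell adhesion before compound, then overnight fibronectin incubation; test system: AH1F fibroblast monolayer depositing Alexa488-labelled fibronectin into matrix; quantity: 10000 AH1F cells per well; probe or stimulus: fluorescent fibronectin at 24 nM final; signal: fluorescence, ex 485 nm, em 525 nm; evaluation: percent inhibition as loss of matrix-bound fibronectin fluorescence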
Cneo AK release = causes C. neoformans cell lysis; 360,000 tested, 0.2% active; adenylate kinase release luminescence, 4 h; normalised: neutral wells 0, clomiphene wells 100; lysis activity, % at 15 µM; AID 651654;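 active means mean lysis activity across replicates of at least 80%, whatever share of replicates individually reach that level; inactive means mean lysis activity below 80%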
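Assay system: log-phase C. neoformans yeast / Quantity: yeast cell density of 5 × 10^6 cells/mL / Medium: fresh YPD growth medium / Compound: single dose / Timing: static 4 h at 37 °C with compound, 1 h detection / Measured by: adenylate kinase release luminescence / Read-out: lysis from increased AK signal / Benchmarks: Clomiphene as positive lysis control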
Casp6 inh = caspase-6 (human) enzyme inhibition | purified caspase-6, Z-VEID-R110 cleavage fluorescence | inhibition, % at 12.5 µM | 350,000 tested, 0.53% active | AID 686996;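 active means mean inhibition across replicates at least about 35%, with every replicate also reaching that limit, limit read from the data; inconclusive means only one of the two criteria met; inactive means neither criterion met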;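 further: 0% = median of neutral control wells and 100% = no fluorescence left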
Target sequence (P55212 24-179 limits assumed): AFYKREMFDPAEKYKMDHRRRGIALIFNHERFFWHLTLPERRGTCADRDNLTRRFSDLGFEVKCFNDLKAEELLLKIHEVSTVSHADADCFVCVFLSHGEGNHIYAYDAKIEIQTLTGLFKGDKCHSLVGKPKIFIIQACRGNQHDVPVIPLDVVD
Target sequence (P55212 194-293 limits assumed): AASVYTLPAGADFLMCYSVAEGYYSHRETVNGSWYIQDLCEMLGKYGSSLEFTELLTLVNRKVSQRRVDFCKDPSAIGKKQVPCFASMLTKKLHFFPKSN
miR-122 sensor = blocks miR-122 activity in Huh7 sensor cells; activation (reporter increase), % at 12.5 µM; 340,000 tested, 0.3% active; Huh7 miR-122 Renilla luciferase sensor, 48 h; neutral wells = 0, positive control = 100; AID 602342;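 active means mean replicate activation score at least 90 and every replicate individually at or above 90; inconclusive means only one of the two criteria met; inactive means neither criterion met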;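 further: higher luciferase means less miR-122 activity so hits act as miR-122 inhibitors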
Active calls of the source: *; ? = inconclusive; · = no result given; & = joins results of further samples; [ ] = dose if it differs, or a comment. Compounds were not picked by outcome; any-hit rate near 2.5%.

| compound | PGC1a acetyl inh | EWS-Fli inh | LGR2 inh | PAX8 reporter | FN deposition inh | Cneo AK release | Casp6 inh | miR-122 sensor |
| --- | --- | --- | --- | --- | --- | --- | --- | --- |
| COc1ccc(C(=O)NCC2CCN(C(=O)C(=O)c3cccs3)CC2)c(OC)c1 | · | 1 | -21 | 0 | 3 | · | -4 | · |
| O=C(c1ccccc1)N1CCCCC(Sc2nnc3ccccn23)C1=O (stereo unspecified) | 0 | -1 | -7 | · | · | 6 | 1 | · |
| OC[C@@H]1CN(Cc2ccccc2)C[C@H](n2cnc3c(N4CCOCC4)ncnc32)O1 | -14 | -1 | 2 | -21 | 0 | -1 | 1 | 2 |
| O=C(Nc1cc(C(F)(F)F)ccc1N1CCOCC1)c1cn2ccccc2n1 | · | · | · | 20 | -2 | 6 | · | 16 |
| C[C@H](CO)N1C[C@H](C)[C@@H](CN(C)S(=O)(=O)c2cn(C)cn2)Oc2ccc(NC(=O)Nc3ccc(C(F)(F)F)cc3)cc2C1=O | 3 | -3 | · | · | · | -2 | -1 | -3[16.7 µM] |
| O=C(CCNC(=O)c1ccccc1)NCCCc1ccccc1 | 8 | 3 | 13 | 3 | 12 | 4 | 1 | 2 |
| CC12CCC(=O)N1C(C(=O)N1CCN(c3ccc([N+](=O)[O-])cc3)CC1)CS2 (stereo unspecified) | · | 2 | -10 | 9 | 6 | · | 2 | · |
| C[C@H]1CN([C@@H](C)CO)C(=O)c2cc(C#CCN(C)C)cnc2O[C@@H]1CN(C)C(=O)Cc1cccnc1 | -7 | 2 | -2 | · | -4 | -4 | 0 | 10[16.7 µM] |
| CC(C)(C)NC(=O)C(c1ccc(Cl)cc1)N(Cc1ccco1)C(=O)CCl (stereo unspecified) | 5 | 1 | 9 | -17 | -2 | 2 | 1 | 10 |
| Cc1cc(S(=O)(=O)NCc2ccncc2)c(C)cc1Br | · | · | 6 | 11 | · | 0 | -2 | 60 |
| COc1cc(NC(=O)CN2c3ccccc3CC2C)cc(OC)c1OC (stereo unspecified) | -10 | · | · | 5 | 14 | 0 | · | -4 |
| CO[C@@H]1CN(C)C(=O)c2cc(NC(=O)C3CC3)ccc2OC[C@@H](C)N(Cc2cncnc2)C[C@@H]1C | -5 | -2 | -18 | 14 | 1 | 0 | 0 | · |
| C[C@@H]1CN([C@H](C)CO)C(=O)CCCn2cc(nn2)CO[C@H]1CN(C)C(=O)Nc1ccc(C(F)(F)F)cc1 | ? | 1&2&0 | 5&1 | 3&5&4 | 1&-6 | 0&-2 | 1&-2 | -5 |
| COc1ccc(NC(=O)C/C(C)=N/NC(=O)c2ccncc2)c([N+](=O)[O-])c1 | -9 | -2 | 18 | 9 | -13 | -2 | 2 | -5 |
| C/C(=N\N=C1\NC(=O)C(CC(=O)NCc2ccccc2)S1)C(C)C (stereo unspecified) | · | -7 | 18 | 0 | -2 | 2 | 4 | -12 |

Further records:
| compound | PGC1a acetyl inh | EWS-Fli inh | LGR2 inh | PAX8 reporter | FN deposition inh | Cneo AK release | Casp6 inh | miR-122 sensor |
| --- | --- | --- | --- | --- | --- | --- | --- | --- |
| CC(=O)Oc1ccc(/C(C)=N\N2CCN(Cc3ccc(Cl)cc3)CC2)cc1 | 0 | 4 | 12 | 4 | -6 | -1 | -4 | -1 |
| Cc1cccc(NC(=O)Nc2nnc(-c3ccccc3)o2)c1 | -4 | -17 | -5 | 2 | · | -1 | -1 | 11 |
| O=C(c1ccc(S(=O)(=O)N2CCCC2)cc1)N1CCCC(C(F)(F)F)C1 (stereo unspecified) | -3 | 0 | -18 | -5 | 3 | -1 | -2 | -5 |
| Cc1cc(/C=C(\C#N)C(=O)NCc2cccs2)c(C)[nH]1 | · | -21 | 0 | -18 | · | · | -2 | · |
| CC(=O)N1CCN(c2nc(C)nc3sc4c(c23)CCC(C)C4)CC1 (stereo unspecified) | -16 | · | · | -12 | 2 | 1 | · | -3 |
| COc1cc(NC(=O)CN2C(=O)C(=O)N(CC(C)C)C2=O)cc(OC)c1 | 7 | -6 | -26 | · | 3 | -1 | 3 | 10 |
| Cc1cc(S(=O)(=O)N2CCOCC2)ccc1OCC(=O)NCCN1CCOCC1 | · | 6 | 27 | 7 | 1 | 8 | 3 | · |
| CC1(C)Cc2c(sc3nnn(CC(=O)Nc4ccccc4)c(=O)c23)CO1 | 6 | -5 | -10 | -5 | 7 | 1 | 2 | -1 |
| Cc1sc2nc(SCC(=O)c3cccs3)n(Cc3ccco3)c(=O)c2c1C | -9 | · | -22 | · | 0 | 5 | · | 3 |
| Cc1c(C)c2ccc(OC(C)C(=O)NCCc3c[nH]c4ccccc34)cc2oc1=O (stereo unspecified) | -19 | 7 | -4 | · | · | 2 | -6 | -4 |
| COc1ccc(NC(=O)Nc2ccc3c(c2)C(=O)N([C@@H](C)CO)C[C@H](C)[C@@H](CN(C)S(=O)(=O)c2c(C)noc2C)OCCCC[C@@H](C)O3)cc1 | -4 | -2 | 7 | 13 | · | 50 | · | -6[16.7 µM] |
| CCN(C(=O)C1CCCN(c2nc(-c3ccc(OC)cc3)no2)C1)c1ccc(OC)cc1 (stereo unspecified) | -20 | -5 | 13 | 21 | -7 | -2 | 2 | 4 |
| Cc1cc(Nc2ccccc2)nc(NCc2ccccc2)n1 | · | -2 | 18 | 15 | 19 | · | -3 | · |
| CCOC(=O)NN1C(=O)c2ccccc2NC1c1cccnc1 (stereo unspecified) | · | -4 | · | -7 | -11 | 4 | 8 | -21 |
| C[C@H](CO)N1C[C@H](C)[C@@H](CN(C)C(=O)Nc2ccc(F)cc2)OCCCC[C@H](C)Oc2ccc(NC(=O)Nc3cccc4ccccc34)cc2C1=O | -21 | -22 | -7 | -1 | 5 | -11 | -1 | -9[16.7 µM] |

Remaining list, next part.
| compound | PGC1a acetyl inh | EWS-Fli inh | LGR2 inh | PAX8 reporter | FN deposition inh | Cneo AK release | Casp6 inh | miR-122 sensor |
| --- | --- | --- | --- | --- | --- | --- | --- | --- |
| CCCc1c(C)nc(N2CCN(c3cccc(OC)c3)CC2)[nH]c1=O | · | 12 | 9 | 2 | -6 | -2 | -3 | · |
| CC1CCC2(CC1)NC(=S)N(C(C)(C)C)N2 (stereo unspecified) | 17 | -5 | 2 | 5 | 2 | 0 | -2 | -2 |
| CCC(=O)N1Cc2cc(C(=O)NCC(F)(F)F)nc(-c3cccc(-c4cncnc4)c3)c2[C@@H]1CCO | · | 0 | -11 | 1 | · | · | 2 | · |
| O=C1CCC(NC(=O)c2ccccc2)C(=O)N1 (stereo unspecified) | · | -9 | 3 | -21 | -7 | 20 | 1 | · |
| C[C@H](CO)N1C[C@H](C)[C@H](CN(C)C)Oc2ccc(NC(=O)CCC(F)(F)F)cc2C1=O | -1 | -2 | 7 | 14 | · | -2 | 2 | 0[16.7 µM] |
| NC(=S)N/N=C/c1ccc(C(F)(F)F)cc1 | · | 35 | 1 | 34 | 0 | · | 1 | · |
| O=C1NC(=O)C2(CCCCCCC2)N1 | 8 | -3 | 7 | 8 | -15 | 0 | -5 | · |
| CN1C(=O)c2cc(NC(=O)c3ccc(F)c(F)c3)ccc2OC[C@H]2O[C@H](CC(=O)N[C@H]3CCN(Cc4ccccc4)C3)CC[C@@H]21 | · | 2 | -6 | 23 | 2 | 24 | -4 | · |
| Cc1cccc(CNC(=O)CC2C(=O)NCCN2C2CCCC2)c1 (stereo unspecified) | 2 | -3 | 4 | -6 | 9 | 0 | -4 | -5 |
| COc1cccc(Nc2nc(N)nc(C(F)(F)F)n2)c1 | · | · | · | -73 | -2 | 1 | · | 2 |
| CC(C)(C)OC(=O)Nc1ncnc2c1ncn2C1OC(CO)C2OC(C)(C)OC21 (stereo unspecified) | 6 | -6 | 3 | 12 | 3 | 3 | 1 | · |
| CCOC(CNC(=O)CCc1c(C)nc2nc(C)nn2c1C)OCC | 5 | · | · | · | 0 | -1 | · | 0 |
| COc1ccc(S(=O)(=O)N2CCCCN3[C@H](CO)[C@H](c4ccc(C5=CCCC5)cc4)[C@H]3C2)cc1 | -13 | 9 | 10 | 5 | · | -1 | · | -5[16.7 µM] |
| COc1ccc(C(=O)N=C2SC3CS(=O)(=O)CC3N2Cc2ccccc2)cc1OC (stereo unspecified) | 11 | · | -20 | 7 | 12 | 1 | -1 | -9 |
| N#C[C@@H]1[C@H](c2ccccc2-c2ccccc2F)[C@@H](CO)N1C(=O)C1CCOCC1 | 0 | -4 | 16 | 18 | -13 | · | 2 | · |

A second format for part of the listing above.
Under each structure: PGC1a acetyl inh	EWS-Fli inh	LGR2 inh	PAX8 reporter	FN deposition inh	Cneo AK release	Casp6 inh	miR-122 sensor
COc1ccc(S(=O)(=O)N2CCCCN3[C@H](CO)[C@H](c4ccc(C5=CCCC5)cc4)[C@H]3C2)cc1
→ -13	9	10	5	·	-1	·	-5[16.7 µM]
COc1ccc(C(=O)N=C2SC3CS(=O)(=O)CC3N2Cc2ccccc2)cc1OC (stereo unspecified)
→ 11	·	-20	7	12	1	-1	-9

Continuation.
| compound | PGC1a acetyl inh | EWS-Fli inh | LGR2 inh | PAX8 reporter | FN deposition inh | Cneo AK release | Casp6 inh | miR-122 sensor |
| --- | --- | --- | --- | --- | --- | --- | --- | --- |
| O=C1CCN(S(=O)(=O)c2ccccc2)CCN1CCOCc1ccc(C(F)(F)F)cc1 | 5 | 17 | 6 | 13 | 11 | -1 | 2 | -7 |
| COc1ccc(Oc2nccc(-c3ccccc3)c2C#N)cc1 | -3 | · | -48 | · | · | -1 | · | 2 |
| Cc1cc(C)n(-c2nc(SCC(=O)O)c3c4c(sc3n2)COC(C)(C)C4)n1 | · | 14 | 11 | 0 | 6 | · | 2 | · |
| COCC(=O)N(C)C[C@@H]1Oc2ncc(C3=CCCC3)cc2C(=O)N([C@@H](C)CO)C[C@@H]1C | 1 | -5 | 11 | -18 | · | 0 | · | · |
| CCCN1[C@@H]2Cn3c(ccc(C4=CCCC4)c3=O)[C@H]1[C@@H](C(=O)NCCOC)[C@@H]2CO | · | -5 | -12 | -2 | · | 2 | 3 | 9[16.7 µM] |
| O=C(Nc1nc(-c2ccc(F)c(F)c2)cs1)c1cnccn1 | -15 | -15 | -5 | -20 | -2 | · | -2 | · |

One compound at a time (already shown).
Record of Cc1cc(C)n(-c2nc(SCC(=O)O)c3c4c(sc3n2)COC(C)(C)C4)n1 = PGC1a acetyl inh: ·; EWS-Fli inh: 14; LGR2 inh: 11; PAX8 reporter: 0; FN deposition inh: 6; Cneo AK release: ·; Casp6 inh: 2; miR-122 sensor: ·
Record of O=C(Nc1nc(-c2ccc(F)c(F)c2)cs1)c1cnccn1 = PGC1a acetyl inh: -15; EWS-Fli inh: -15; LGR2 inh: -5; PAX8 reporter: -20; FN deposition inh: -2; Cneo AK release: ·; Casp6 inh: -2; miR-122 sensor: ·

From PubChem BioAssay
